LMPTP inh: LMPTP phosphatase inhibitors, primary screen, biochemical, fluorescence intensity, uHTS. recombinant LMPTP-A, OMFP fluorogenic substrate. inhibition, % at 20 µM. hit rate 0.22% among 360,000. AID 651560, 2012;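 active = compounds that cut the enzyme signal by at least half of the control window in the single-dose screen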;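 also: plate controls were DMSO wells with enzyme plus substrate for no effect and substrate without enzyme for full effect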
Target sequence (P24666 whole entry, looked up): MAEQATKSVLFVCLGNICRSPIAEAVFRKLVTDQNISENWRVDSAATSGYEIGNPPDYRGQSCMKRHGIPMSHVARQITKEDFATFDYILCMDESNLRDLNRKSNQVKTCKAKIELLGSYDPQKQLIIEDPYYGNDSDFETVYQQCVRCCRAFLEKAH
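Buffer or medium: Bis-Tris pH 6.0, DTT, detergent; Assay system: LMPTP-A enzyme; Quantity: 0.625 nM enzyme; Detection: endpoint fluorescence intensity; Times: 50 min dark incubation at room temperature; Controls: substrate-only low control, DMSO enzyme-plus-substrate high control; Doses: single 20 µM dose; Read-out: percent inhibition versus substrate-only and uninhibited controls; Reagent: 400 µM OMFP.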
SUMO1 PPI mod: modulators of SUMO1 protein-protein interactions, primary screen, biochemical, uHTS. Small ubiquitin-related modifier 1 (Homo sapiens), P63165. SUMO1 binding to a labelled peptide, TR-FRET, 1 h. inhibition, % at 20 µM. hit rate 0.33% among 360,000. AID 602429, 2012; in the data active = inhibition above about 37%
Target sequence (P63165 whole entry, looked up): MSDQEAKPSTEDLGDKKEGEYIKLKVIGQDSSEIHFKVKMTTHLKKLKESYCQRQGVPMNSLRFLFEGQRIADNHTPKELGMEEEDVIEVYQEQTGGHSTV
STEP block: STEP phosphatase inhibitors, primary screen, biochemical, fluorescence intensity, uHTS. hit rate 0.25% among 360,000. inhibition, % at 20 µM. AID 588621, 2011. recombinant STEP, OMFP fluorogenic substrate. Tyrosine-protein phosphatase non-receptor type 5 (Homo sapiens), P54829;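 active = inhibition at 20 µM, scaled per plate between control wells, above about 37%, limit read from the data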;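 also: 0% = DMSO with enzyme and substrate and 100% = substrate only without enzyme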
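Measure: Control-normalized % inhibition with plate pattern correction | Test system: STEP phosphatase, cell-free reaction | Medium: pH 6.0 Bis-Tris with DTT and Tween 20 | Technique: Fluorescence, 480/540 nm | Times: Reaction 20 min, ambient temperature | Doses: Single compound dose of 20 µM, 1% DMSO final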
DNMT1 block: human DNMT1 methyltransferase inhibitors, primary screen, biochemical, molecular beacon, fluorescence, HinP1I cleavage, uHTS; inhibition (reported as % activation of signal), % at 10 µM; hit rate 0.83% among 360,000; AID 588458, 2011; in the data active = inhibition above about 50%
Rin1-Abl PPI inh: inhibitors of Rin1-Abl protein binding, primary screen, biochemical, TR-FRET; Tyrosine-protein kinase ABL1 (Homo sapiens) + Ras and Rab interactor 1 (Homo sapiens), …; hit rate 0.4% among 360,000; AID 588664, 2011; inhibition, % at 7.35 µM; in the data active = inhibition above about 5%, passing the limit was not always enough
Scp1 inh: Scp-1 phosphatase inhibitors, primary screen, biochemical, colorimetric, uHTS; hit rate 0.88% among 340,000; AID 493091, 2011; inhibition, % at 20 µM; Carboxy-terminal domain RNA polymerase II polypeptide A small phosphatase 1 (Homo …; Recombinant Scp1, phosphopeptide, malachite green phosphate absorbance;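 active = inhibition above about 50% at 20 µM, limit read from the data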;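 also: plate controls were DMSO wells with enzyme for no effect and wells lacking enzyme for full effect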
Target sequence (Q9GZU7 76-261 limits assumed): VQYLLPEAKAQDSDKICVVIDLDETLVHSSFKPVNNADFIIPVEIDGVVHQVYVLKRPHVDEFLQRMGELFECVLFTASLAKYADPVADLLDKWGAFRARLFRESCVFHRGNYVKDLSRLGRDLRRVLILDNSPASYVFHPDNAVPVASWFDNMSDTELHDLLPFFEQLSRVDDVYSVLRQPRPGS
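Assay system: SCP-1 catalytic fragment, aa 76-261 | Buffer or medium: Tris acetate buffer pH 5.5 with MgCl2 and Tween-20 | Compound: One concentration, 20 µM, with 1.0% DMSO | Also added: Phospho 17-mer peptide substrate | Signal: Absorbance at 630 nm | Incubation: 45 min enzyme reaction at room temperature | Measure: % inhibition of SCP-1 phosphate liberation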
CSN inh: inhibitors of CSN-mediated cullin deneddylation, primary screen, biochemical, fluorescence polarization, uHTS | hit rate 0.38% among 360,000 | inhibition, % at 12.5 µM | Purified CSN, SCF-Nedd8-OG deneddylation | COP9 signalosome complex subunit 5 (Homo sapiens), Q92905 | AID 651999, 2013;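 active = pattern-corrected inhibition above about 35%, with an unprinted fluorescence ratio check between 0.5 and 1.5, limit read from the data, passing the limit was not always enough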;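 also: 0% = enzyme with substrate and 100% = substrate without enzyme; some results filed as inactive read as strong as hits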
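assay system = purified human Csn5 enzyme expressed in HEK293T cells | amount = 0.24 nM enzyme | buffer or medium = Tris/NaCl/DTT buffer, pH 7.5 | reagent = 10 nM SCFSkp2-Nedd8OG | compound = one concentration, 12.5 µM, 0.25% DMSO | times = 90 min reaction at room temperature | signal = FP | read-out basis = % inhibition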
NadD inh: inhibitors of S. aureus NadD, primary screen, biochemical, colorimetric, uHTS; purified NadD enzyme, colorimetric absorbance read-out; inhibition, % at 20 µM; hit rate 0.78% among 360,000; in the data active = inhibition above about 26%; also: some compounds past the cut are filed as inactive
Rpn11 block: Rpn11 (PSMD14) deubiquitinase inhibitors, primary screen, biochemical, fluorescence polarization, uHTS; 26S proteasome non-ATPase regulatory subunit 14 (Homo sapiens), O00487; human 26S proteasome, Ub4-pepOG fluorescence polarization; 20S core pre-blocked with epoxomicin; calls only at 20 µM; hit rate 0.59% among 360,000;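 active = inhibition at 20 µM, scaled to each plate's controls, above about 33%, limit read from the data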
Target sequence (O00487 whole entry, looked up): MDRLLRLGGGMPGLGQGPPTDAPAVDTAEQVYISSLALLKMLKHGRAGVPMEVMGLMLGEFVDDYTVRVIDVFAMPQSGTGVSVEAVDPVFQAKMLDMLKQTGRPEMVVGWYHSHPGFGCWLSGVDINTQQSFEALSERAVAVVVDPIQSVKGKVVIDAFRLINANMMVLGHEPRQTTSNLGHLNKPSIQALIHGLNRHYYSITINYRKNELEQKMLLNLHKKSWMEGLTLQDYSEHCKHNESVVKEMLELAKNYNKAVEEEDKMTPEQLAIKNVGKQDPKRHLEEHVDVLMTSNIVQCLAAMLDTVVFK
Neddyl block: inhibitors of cullin neddylation, primary screen, biochemical, TR-FRET, uHTS, NAE and Ubc12 | calls only at 25 µM | NEDD8-conjugating enzyme Ubc12 (Homo sapiens) + NEDD8-activating enzyme E1 regulatory … | hit rate 0.58% among 360,000; in the data active = inhibition above about 36%
* hit, by the source's call; i = inactive; nt = no result given; + = active, no number.

SMILES	LMPTP inh	SUMO1 PPI mod	STEP block	DNMT1 block	Rin1-Abl PPI inh	Scp1 inh	CSN inh	NadD inh	Rpn11 block	Neddyl block
CC(Sc1ncn[nH]1)C(=O)c1c(N)n(C)c(=O)n(C)c1=O (stereo not drawn)	-0.6	36.2	-2.4	3.5	5.5	2.6	-3.2	-5.6	i	i
O=C(NNC(=O)C(c1ccccc1)c1ccccc1)c1cccs1	0.5	1.3	2.4	7.4	1.6	41.3	-3.9	-0.4	i	i
O=C(NCCc1nc2ccccc2[nH]1)C1CCC(=O)N(CCc2cccc(F)c2)C1 (stereo not drawn)	-0.7	6.3	-2.6	1.7	-0.3	-9.5	-2.3	1.6	i	i
CCOC(=O)COn1c(-c2cccc(Cl)c2)nc2ccc([N+](=O)[O-])cc21	1.3	-9.4	-4.8	-9.1	-0.2	7.2	-0.9	-0.2	i	i
COc1ccccc1/C=C/C(=O)NNC(=O)c1cccs1	-1.6	-2.5	1.9	1.9	0.0	-1.4	-8.6	3.1	i	i
O=C(/C=C/c1ccc(OCCCF)cc1)Nc1ccnc(-c2ccncc2)n1	0.8	0.2	-1.6	0.0	-3.3	0.1	2.5	-3.6	i	i
Cc1cccc(NC(=O)CCc2nnc3ccc(NCc4ccco4)nn23)n1	1.1	7.0	-0.6	6.6	2.3	45.3	6.1	10.3	i	i
Cc1ccc(NC2CCCN(C(=O)c3ccccn3)C2)cc1C (stereo not drawn)	0.1	1.2	0.1	-0.2	3.3	-6.8	4.2	6.2	i	i
COc1ccc(C2=Nc3ccccc3NC(=O)C2N(CCCn2ccnc2)C(=O)c2cccc(S(C)(=O)=O)c2)cc1 (stereo not drawn)	-0.5	1.8	-3.2	-7.4	2.0	nt	-4.2	-3.6	i	i
COC(=O)c1cc(OC)c(OC)cc1NC(=O)c1c(-c2ccccc2)noc1C	0.7	2.8	0.2	-7.3	-3.1	-8.6	-4.7	-4.2	i	i
CC1=CC(C)(C)NC(=S)N1c1ccc([N+](=O)[O-])cc1	-0.1	-22.9	-1.1	-2.6	0.8	-1.0	-3.7	0.3	i	i
COc1ccc(CC(=O)OC(C)C(=O)Nc2ccc(Cl)cn2)cc1 (stereo not drawn)	-0.7	-0.7	1.4	0.6	-2.8	-8.2	-5.0	-4.1	i	i
COCCNC(=O)CN(C(=O)CCC(=O)Nc1nccs1)c1ccc2c(c1)OCO2	-0.9	-0.7	0.6	0.0	2.9	-4.9	3.6	-5.2	i	i
COCC(C)n1c(SCC(=O)NC(=O)NCc2ccccc2)nc2ccccc2c1=O (stereo not drawn)	-0.1	20.9	-2.2	0.3	2.0	-15.3	-4.3	1.2	i	i
CC(NC(=O)C12CC3CC(C1)CC(n1cncn1)(C3)C2)C12CC3CC(CC(C3)C1)C2 (stereo not drawn)	-3.1	2.0	2.4	-1.2	1.2	-0.6	-0.6	3.3	i	i
Cc1cc(Nc2ccccc2)c2c([N+](=O)[O-])c(C)cc(C)c2n1	3.0	-11.4	2.3	-4.6	0.1	0.0	1.2	5.4	i	i
CCOC(=O)c1oc2nc3c(cc2c1N)CCCC3	-0.3	-9.8	-0.4	-1.2	1.0	-7.2	-5.1	2.0	i	nt
CCNc1nc(NC(C)C)nc(OCC)n1	-0.3	-0.2	-2.5	0.7	-3.2	5.7	-1.4	-0.1	i	i
COC(=O)C1C(c2ccc(Br)cc2)Nc2nnc(C(F)(F)F)n2C1(C)O (stereo not drawn)	-0.5	2.5	-1.0	1.1	-0.1	-2.0	-4.0	-6.6	i	i
CCOc1ccc(N=CC2=C(O)CC(c3ccco3)CC2=O)cc1 (stereo not drawn)	0.7	-11.3	-2.1	6.4	-1.3	-13.8	1.3	-1.6	i	i

Looked up above.
`CCOC(=O)COn1c(-c2cccc(Cl)c2)nc2ccc([N+](=O)[O-])cc21` in SUMO1 PPI mod is entered as -9.4
`COC(=O)c1cc(OC)c(OC)cc1NC(=O)c1c(-c2ccccc2)noc1C` in Rin1-Abl PPI inh is entered as -3.1

New compounds follow
SMILES	LMPTP inh	SUMO1 PPI mod	STEP block	DNMT1 block	Rin1-Abl PPI inh	Scp1 inh	CSN inh	NadD inh	Rpn11 block	Neddyl block
CC1(C)Cc2ccccc2C(c2cc3ccccc3oc2=O)=N1	-1.0	-1.3	-0.6	3.2	1.4	2.6	6.2	7.5	i	i
Cc1csc2nc(CN3CCN(CC(=O)N(C)C)CC3)cc(=O)n12	0.5	-0.6	-2.2	0.9	1.0	5.9	-5.3	0.2	i	i
Cc1c(C(c2cc(O)ccc2Cl)c2c(C)n(C)n(-c3ccccc3)c2=O)c(=O)n(-c2ccccc2)n1C	-2.1	4.3	1.1	-0.6	1.0	10.5	-1.0	3.9	i	i
CCOC(=O)c1cnc2c(C(=O)OCC)cnn2c1N	-0.3	0.8	1.1	1.4	-2.3	-1.2	-1.2	-4.2	i	i
Cc1ccc(N2C(=O)c3cccc([N+](=O)[O-])c3C2=O)cc1C	1.2	-24.5	-2.6	1.3	2.1	-5.2	0.9	-9.0	i	i
OCCCn1c(-c2ccccc2)n[nH]c1=S	-2.8	-1.1	3.1	1.6	0.1	0.3	-0.2	0.7	i	i
CN1C(=O)c2ccccc2C(C(=O)O)C1c1cn(C)c2ccccc12 (stereo not drawn)	-0.7	-4.3	1.7	0.8	-0.4	-9.7	-0.7	-2.8	i	i
CCc1nc2ccc(C(=O)NCCCn3ccnc3)cn2c1N(CC)Cc1cccc(Br)c1	-2.9	-9.6	-1.7	-3.4	0.5	nt	-5.5	9.3	i	i
Cc1ccc(/C=N/NC(=O)CSc2nc3ccccc3n2C)s1	-0.6	-18.5	-3.7	5.6	-0.5	-14.3	0.4	4.0	i	i
O=C1c2ccccc2CN1CCNC(=S)NC1CCCCC1	0.0	-0.5	0.5	1.2	-3.0	2.0	-3.5	0.9	i	i
CCN1C(=O)C(=O)N(CC(=O)NC(C)CCc2ccccc2)C1=O (stereo not drawn)	-1.0	0.3	-4.0	3.9	2.1	-8.6	-5.5	2.2	i	i
COCc1ccc(C(=O)N2CCCC(Nc3ccc(C(C)C)cc3)C2)o1 (stereo not drawn)	-0.2	2.1	2.1	-1.5	1.1	-7.3	-4.5	-1.6	i	i
CCCOc1ccc(-c2nc(C#N)c(N3CCN(C)CC3)o2)cc1	-2.2	-1.2	-2.8	-1.4	0.5	-1.6	6.7	-10.1	i	+
O=C(CCSCCc1ccccn1)Nc1ccc(Cc2ccncc2)cc1	0.7	-3.9	0.4	-1.3	1.2	-0.8	3.3	1.2	i	i
O=S(=O)(NC1CCCC1)c1ccc(S(=O)(=O)N2CCCN(Cc3ccccc3)C2)cc1	2.5	2.3	2.4	-1.7	-0.8	-3.4	7.5	0.2	i	i
COc1ccc(S(=O)(=O)NCCc2cn3cccc(C)c3n2)cc1OC	-2.0	-3.9	0.7	-3.4	-6.4	-8.4	-3.6	-2.6	i	i
Cc1ccc(S(=O)(=O)NCCCCCC(=O)Nc2ccccn2)cc1	-0.2	4.0	-1.8	-0.8	-2.1	2.9	-9.1	-7.1	i	i
CCc1c(C)nc(N2CCN(Cc3ccccc3)CC2)[nH]c1=O	-0.9	-1.5	-0.6	3.8	3.8	-2.0	-2.3	2.5	i	i
C=CCC1CCC/C(=N\NS(=O)(=O)c2ccc(C)cc2)C1 (stereo not drawn)	0.0	-1.1	-1.9	2.7	-1.7	4.7	-1.1	-4.7	i	i
Cc1cccc(C)c1OC(=O)CSc1nnc(-c2ccccc2O)o1	1.0	2.0	-0.6	6.7	-1.0	-3.4	0.9	-3.6	i	i
CCCNC(=O)c1cc(C2CCCN(C(=O)C3CCCCC3)C2)on1 (stereo not drawn)	-1.2	-1.9	0.4	-3.4	-1.8	nt	-7.9	-5.0	i	i
CCC(C)NC(=O)C1(C)CCC(=O)N1CCc1ccc(OC)c(OC)c1 (stereo not drawn)	-0.8	-2.8	1.2	-2.8	1.6	-6.1	-15.2	-8.5	i	i
O=C(CNCc1ccc(F)cc1)Nc1cc(S(=O)(=O)N2CCOCC2)ccc1Cl	-0.5	3.5	-4.0	-4.8	4.5	-1.1	-6.0	-1.3	i	i
CC(=O)Nc1cc(-c2ccc(CO)cc2)cn2c(-c3ccc(F)cc3)cnc12	0.3	-13.8	-1.2	-4.1	1.3	nt	3.2	3.1	i	i
Cc1c(NS(=O)(=O)c2cccc(C(=O)O)c2)c(=O)n(-c2ccccc2)n1C	-0.4	-0.9	3.5	3.8	-0.4	0.2	-3.8	3.7	i	i
CC1CC(C)CN(C(=O)COC(=O)/C=C/c2cccc([N+](=O)[O-])c2)C1 (stereo not drawn)	-0.8	-29.0	0.7	-0.1	-0.1	3.4	8.3	-5.1	i	i
CN1CCN(C2Cc3ccccc3Sc3ccc(Cl)cc32)CC1 (stereo not drawn)	0.6	-5.9	-1.9	-0.9	3.5	-11.3	0.4	-10.2	i	i
COc1ccc(CNC(=O)C(c2ccco2)N(C(=O)c2csnn2)c2cccc(C)c2C)cc1 (stereo not drawn)	0.7	-0.3	-0.9	-3.3	0.6	-6.2	0.7	3.7	i	i
O=C1CN(C(=O)CSc2nncn2-c2ccccc2)c2ccccc2N1	-1.1	-2.2	2.1	2.6	3.5	-5.2	-0.2	7.7	i	i
Cc1cc(C)c(C(=O)CC(=O)c2cccnc2)c(C)c1	1.3	-2.8	-1.0	0.4	3.1	-3.8	3.3	5.5	i	i
COc1ccccc1CNC(=O)C(=O)NCC1CCCN1S(=O)(=O)c1cccs1 (stereo not drawn)	0.3	0.9	-1.0	0.5	-2.2	-6.1	-5.4	-3.1	i	i

Screening results as filed in PubChem BioAssay.

Outcome played no part in choosing rows; 3.8% or so of the library scored in one or more.
